Cav3 T inh – human Cav3.2 channel inhibition, primary screen | O95180 | Cav3.2-expressing cells, Fluo-4 calcium fluorescence FDSS; active compounds read low | B-score at 10 µM | hit rate 4% among 100,000 | AID 449739;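 active = single-dose well whose peak fluorescence ratio is a statistical outlier from its plate by either plate-standardised score or position-corrected B-score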
Active calls of the source: *. A portion of the library. The share of hits here may be higher or lower than overall.

SMILES | Cav3 T inh
CS(=O)(=O)N(Cc1ccccc1)c1ccc(C(=O)Nc2ccc3c(c2)OCO3)cc1 | -0.82
Cc1cc(=O)n2nc(N3CCCC(C(=O)NCc4ccco4)C3)sc2n1 (configuration not stated) | -0.0025
COc1ccc(/C=N/OCC(=O)N2CC3(C)CC2CC(C)(C)C3)cc1 (configuration not stated) | -0.82
O=C(NCc1ccc2c(c1)OCO2)c1nn2cccnc2c1Cl | -0.2
COc1ccc(-c2ccc(-c3nnn(CC(C)=O)n3)cc2)cc1 | -0.038
COc1ccc(NC2c3ccccc3C(=O)N2c2cccnc2)cc1Cl (configuration not stated) | 0.96
CCOC(=O)c1ccc(NS(=O)(=O)c2ccc(SC)cc2)cc1 | -1.2
COC(=O)C1CCN(c2cc(=O)n(-c3ccc(OC)cc3)c(=O)[nH]2)CC1 | -0.5
COc1ccc(C(=O)OCn2nnc3ccccc3c2=O)cc1OC | 0.53
CCOc1ccc(C2c3c(oc4ccccc4c3=O)C(=O)N2CCCN2CCOCC2)cc1OCC (configuration not stated) | 0.48
O=c1[nH]c2sc3c(c2c2nncn12)CCCC3 | -0.59
CCOC(=O)N1CCC(NC(=O)c2ccc3c(c2)sc2nc(-c4ccccc4)cn23)CC1 | -1.5
COC(=O)CN(Cc1ccco1)S(=O)(=O)c1ccccc1 | 3
C=CCn1c(SCC(=O)Nc2c(C)n(C)n(-c3ccccc3)c2=O)nc2sc(C)c(-c3ccccc3)c2c1=O | -2.4
COc1ccc(S(=O)(=O)NC(C)C(=O)O)cc1 (configuration not stated) | 0.19

Four compounds out of the list, sorted by molar mass, lowest first:
SMILES | Cav3 T inh
COc1ccc(S(=O)(=O)NC(C)C(=O)O)cc1 (configuration not stated) | 0.19
COc1ccc(-c2ccc(-c3nnn(CC(C)=O)n3)cc2)cc1 | -0.038
CS(=O)(=O)N(Cc1ccccc1)c1ccc(C(=O)Nc2ccc3c(c2)OCO3)cc1 | -0.82
CCOC(=O)N1CCC(NC(=O)c2ccc3c(c2)sc2nc(-c4ccccc4)cn23)CC1 | -1.5

The main list resumes, starting 4 compounds before the break.
SMILES | Cav3 T inh
CCOC(=O)N1CCC(NC(=O)c2ccc3c(c2)sc2nc(-c4ccccc4)cn23)CC1 | -1.5
COC(=O)CN(Cc1ccco1)S(=O)(=O)c1ccccc1 | 3
C=CCn1c(SCC(=O)Nc2c(C)n(C)n(-c3ccccc3)c2=O)nc2sc(C)c(-c3ccccc3)c2c1=O | -2.4
COc1ccc(S(=O)(=O)NC(C)C(=O)O)cc1 (configuration not stated) | 0.19
COc1ccc(-c2nc3oc4cc(OC)ccc4c(=O)c3c(=O)n2Cc2ccco2)cc1 | 0.052
O=C(Nc1nc2ccccc2s1)C1CC(=O)N(c2ccc(Cl)cc2)C1 (configuration not stated) | -4.7*
CCCc1nnc(NC(=O)c2cccc(OC)c2)s1 | -0.29
Brc1ccc(-c2csc(NNC3=NCCCCC3)n2)cc1 | 0.38
COc1ccc(CNS(=O)(=O)c2ccccc2Br)cc1 | -1.1
Cn1cc(Br)c(C(=O)NC2C3CC4CC(C3)CC2C4)n1 (configuration not stated) | -0.037
O=C(Cc1ccccc1)Nc1ccccc1N1CCN(c2ccccc2)CC1 | -2
Cc1cc(=O)n2[nH]c(SCc3ccccc3)nc2n1 | 0.27
O=C(O)c1cc2c(s1)CCCC2 | 0.45
COc1cnc(-c2ccccn2)nc1Oc1cccc(Cl)c1 | -0.13
CCOC(=O)CSc1nc2ccccc2n1CC(=O)NC(C)(C)C | 0.25
CN(C)CCNc1oc(COc2cccc(Cl)c2)nc1C#N | 0.028
COc1cc(C2C(C#N)=C(N)Oc3n[nH]c(C)c32)cc2c1OCO2 (configuration not stated) | -0.14
N#Cc1ccc(COC(=O)CSc2nnc(C3CCCCC3)n2N)cc1 | 0.09
Cc1cn(C2CC3OCC3O2)c(=O)[nH]c1=O (configuration not stated) | 0.18

Gathered by group, the compounds so far with bromine.
SMILES | Cav3 T inh
Brc1ccc(-c2csc(NNC3=NCCCCC3)n2)cc1 | 0.38
COc1ccc(CNS(=O)(=O)c2ccccc2Br)cc1 | -1.1
Cn1cc(Br)c(C(=O)NC2C3CC4CC(C3)CC2C4)n1 (configuration not stated) | -0.037

(continued)
SMILES | Cav3 T inh
O=C(O)c1cc(-c2ccc(/C=N/Nc3ccc(Cl)cc3)o2)ccc1Cl | 1.4
CSc1nsc(SC)c1NC(=O)Nc1ccccn1 | -2.2
N#CCc1ccc(NS(=O)(=O)c2cccs2)cc1 | -0.58
COc1ccc(C2/C=C\CN(C(=O)CC(C)C)CC(=O)N2Cc2ccc(F)cc2)cc1 (configuration not stated) | -0.021
CCn1c(CNC(=O)COc2ccc(C(C)C)cc2)nnc1SCC(=O)NC1CCCCC1C (configuration not stated) | -0.69
COc1ccccc1/C=C/C(=O)OC(C)CN1CCOCC1 (configuration not stated) | -0.14
COCCOc1cnn(-c2cc(Oc3ccc(C)cc3)ncn2)c(=O)c1Cl | 0.4
CC(C)CCNC(=O)Cn1cc2c(n1)CCCCC2 | 1.3
CCCOc1ccc(-c2nc(C#N)c(N3CCC(C(N)=O)CC3)o2)cc1 | 0.059
COc1ccccc1-c1cc2nc(C)c(CCC(=O)NC(C)CCc3ccco3)c(C)n2n1 (configuration not stated) | -1.4
CCc1c(C(=O)N2CCOCC2)csc1C | 0.031
Clc1ccc(C2=CC(c3ccco3)n3ncnc3N2)cc1 (configuration not stated) | -5.6*
CCC(=O)Nc1ccc(C(=O)c2ccccc2)cc1 | -0.015
CC(C)(C)NC(=O)C(c1ccco1)N(Cc1ccc(F)cc1)C(=O)c1snc(C(N)=O)c1N (configuration not stated) | -0.57
CCC1(CC)C(=O)NN(c2ccccc2)C1=O | -0.18
COc1ccccc1-c1nn2c(-c3ccco3)nnc2s1 | -1.3
NC(=O)c1ccc[n+](CC(=O)OCCC23CC4CC(CC(C4)C2)C3)c1 | 0.083
Cc1c(CNCc2cccs2)c(C(=O)O)c(C)n1Cc1ccccc1 | -1.4
COc1cccc(OC)c1NC(=O)Cc1nn(C)c(=O)c2ccccc12 | 1.9
CCCCn1ccnc1C(=O)c1cc(S(=O)(=O)N2CCOCC2)ccc1C | -2.4
c1ccc2[nH]c(CSc3nc4ccccc4o3)nc2c1 | -0.71
COc1cccc(NC(=O)c2ccc(CN3CCN(c4ccccc4)CC3)cc2)c1 | -5.4*
CCn1c(SCC(=O)C(C)(C)C)nnc1-c1cccnc1 | 1.8
CCN(CCCNC(=O)C1CCC(=O)N1Cc1ccc(F)cc1)c1cccc(C)c1 (configuration not stated) | -2.9
CN(C)CCNC(=O)c1ccc(COc2ccc(Cl)cc2Cl)cc1 | 0.45
N#Cc1ccc(-c2ccccc2)nc1SCC(=O)c1cccc(Cl)c1 | -0.54
O=C(Nc1ccc(Cl)cc1)C1=Cc2ccccc2OC1 | -0.058
O=c1cc(-c2ccccc2Cl)oc2c(Br)ccc(O)c12 | -0.27
CCOC(=O)CN(C(=O)CNC(=O)c1ccco1)C(C(=O)NC1CCCCC1)c1cccs1 (configuration not stated) | 0.21
CC1(c2ccc3c(c2)OCO3)NC(=O)N(CC(=O)NCCC2=CCCCC2)C1=O (configuration not stated) | -0.52
O=C(NCCCn1ccnc1)c1cn(Cc2ccc(F)cc2)nn1 | 0.096
O=C(C1=C[C@H](c2ccccc2)C[C@H](OCCCCO)O1)N1CCN(Cc2ccccc2)CC1 | 0.033
CCCCOc1cccc(C(=O)Nc2ccc(N3CCN(CC)CC3)cc2)c1 | -0.28
COc1c(F)c(F)c(C(=O)O)c(Nc2ccc(C)cc2)c1F | -0.042
O=C(O/N=C1/CCSc2ccccc21)c1ccc(F)cc1 | -4.7*
CCc1cccc(NC(=O)C2CCN(S(=O)(=O)c3cccs3)CC2)c1 | -3.1
CC1CN(C(=O)c2cc3cc(Cl)cc(Cl)c3oc2=O)CC(C)O1 (configuration not stated) | -0.084
CCN(CCCNC(=O)C1CCC(=O)N1Cc1ccccc1Cl)c1cccc(C)c1 (configuration not stated) | -1.3
COC(=O)c1ccc(CSc2nc3c(cnn3-c3ccc(Cl)cc3)c(=O)[nH]2)o1 | 0.11
O=C1C(=O)N(CCN2CCCCC2)c2ccccc21 | 0.17
CC(C)(C)c1ccc(-c2nnc3sc(-c4ccccn4)nn23)cc1 | -1.1
CC(NC(=O)CCl)c1ccc(Cl)c(Cl)c1 (configuration not stated) | -0.89
COc1ccc(N2C(=O)CCC2=O)cc1 | 0.72
O=C(NCCc1csc(-c2ccccc2)n1)c1c(F)cccc1F | 1.5
O=c1cc(-c2ccc(O)c(-c3c(O)cc(O)c4c(=O)cc(-c5ccc(O)cc5)oc34)c2)oc2cc(O)cc(O)c12 | 0.83
FC(F)(F)c1ccc(CN2C[C@@H]3C(c4ccccc4)C4(c5cccnc5)CC3(C4)[C@H]2c2ccccc2)cc1 (some centres not stated) | -0.88
Cc1ccc(Cn2cnc3sc4c(c3c2=O)CCC4)c(C)c1 | 0.13
Cc1cc(C(=O)OCC(=O)N2C(C)CCCC2C)c(C)o1 (configuration not stated) | 0.59
CCCCCCCC(=O)OCC(=O)[C@@]1(O)CC[C@H]2[C@@H]3CCC4=CC(=O)CC[C@]4(C)[C@H]3[C@@H](O)C[C@@]21C | 0.0077
COc1ccc(Cc2c(O)nc[nH]c2=O)cc1 | 0.33
CCCCOc1ccc(/C(O)=C2/C(=O)C(=O)N(CCCOC)C2c2ccncc2)cc1 (configuration not stated) | 0.28
CCOC(=O)c1ccc(N2C(=O)c3n[nH]c(C)c3C2c2ccc(OC)cc2)cc1 (configuration not stated) | -0.17
O=C(c1ccco1)c1cn[nH]c1-c1ccc(Cl)cc1O | 0.35
COc1ccc(-c2cc(-c3cc(OC)ccc3O)[nH]n2)cc1 | -4.5*
COc1cc(C(C(=O)NC(C)(C)C)N(Cc2ccc3c(c2)OCO3)C(=O)c2cnccn2)cc(OC)c1OC (configuration not stated) | 1.8
CCCC1(C(=O)OC)NC(c2cccc(F)c2)C2C(=O)N(CC)C(=O)C21 (configuration not stated) | 1.2
CN1c2ccccc2N(C)C1c1c(O)ccc2ccccc12 | -0.29
Cc1nc2ccc(S(=O)(=O)NC(C(=O)NCc3ccc4c(c3)OCO4)C(C)C)cc2s1 (configuration not stated) | 0.73
CCOc1cc(C)nc(NCc2ccccc2)n1 | -1.1
Clc1ccc(Nc2ccc(-n3ccnc3)nn2)cc1Cl | -0.44
Carrying on.
SMILES | Cav3 T inh
COc1ccc(CN2CCN(C(=O)c3ccco3)CC2)cc1OCc1ccccc1 | -0.79
C/C(=C/Cc1c(O)cc2oc(C)cc(=O)c2c1O)COC1OC(CO)C(O)C(O)C1O (configuration not stated) | -0.14
COc1ccc(NC(=O)CN(c2cccc(C(F)(F)F)c2)S(C)(=O)=O)cc1OC | -0.32
O=C(COc1ccc(S(=O)(=O)NC2CCCCC2)cc1)NCc1cccnc1 | -0.35
O=C(CSc1n[nH]c(=O)n1C1CC1)Nc1cc(Cl)ccc1Oc1ccccc1 | -6*
Cc1c(C(=O)NC2CCCc3ccccc32)oc2ccc(S(=O)(=O)N3CCCC3)cc12 (configuration not stated) | -0.0035
O=C(CSc1nnc(CNc2ccc(F)cc2)o1)N1CCN(C(=O)c2ccco2)CC1 | -1.9
CC(Oc1ccc2c(-c3ccccc3)cc(=O)oc2c1)C(=O)O (configuration not stated) | -0.88
COC(=O)c1sccc1NC(=O)c1ccc(Cl)s1 | 0.013
Cc1cccc(C(=O)NNC(=O)C2CCCO2)c1 (configuration not stated) | 0.078
CC1=C(C(=O)Nc2ccccc2)C(c2ccco2)C(C#N)=C(SCC(=O)Nc2cccc(C)c2C)N1 (configuration not stated) | -5.4*
Cc1ccc(-c2nn3c(C)nnc3s2)cc1NC(=O)c1cccs1 | 0.22
CCN(CC)C(=O)c1ccccc1NS(=O)(=O)c1ccc(C)cc1 | 0.16
Cc1cccc2c(C(=O)O)c3c(nc12)CCCCC3 | 0.78
CCc1c(C)nc2c(C#N)c[nH]n2c1=O | -0.75
O=C(O)/C=C\C(=O)Nc1ccc(Oc2ccccc2)cc1 | -0.47
Cc1cccc(C)c1OCCCCc1c(C)n[nH]c1C | -3.9
CC(N=C(NC#N)Nc1ccncc1)C(C)(C)C (configuration not stated) | 1.4
COc1ccc(OC)c(NC(=O)CCNS(=O)(=O)c2cccs2)c1 | 0.42
O=C(NCc1cccs1)C(NS(=O)(=O)c1cccc2nsnc12)c1ccccc1 (configuration not stated) | 0.039
Clc1ccc2c(c1)C1OCCC1C(c1ccco1)N2 (configuration not stated) | 0.29
COc1cccc(-c2cc(=O)c3cc(NC(=O)c4ccccc4)ccc3[nH]2)c1 | 0.24
Cc1cccc(CC2CC(=O)N(c3ccccc3)C2=O)c1 (configuration not stated) | 0.52
CCCCc1cc2c(c(NC(=O)CC)n1)c(=O)oc1ccccc12 | 0.034
Cc1cc(C(=O)CSc2nc3ccccc3[nH]2)c(C)n1CC1CCCO1 (configuration not stated) | -3.1
CC(CN1CCOCC1)OC(=O)c1cccc(Br)c1 (configuration not stated) | 0.09
Cc1ccc(N(C(=O)CNC(=O)c2ccco2)C(C(=O)NC2CCCC2)c2cccnc2)cc1C (configuration not stated) | 0.39
O=C(C/C=N/OCc1ccc(Cl)cc1)c1cnc(-c2ccccc2)s1 | -0.11
CCc1nc2ccccc2n1CC(O)COc1ccc(NC(C)=O)cc1 (configuration not stated) | 0.14
Cc1ccc2[nH]c(=O)c(N3CCOCC3)c(-c3ccccc3)c2c1 | -0.92

Five records drawn at random from the list so far, as already listed:
SMILES | Cav3 T inh
Cc1ccc2[nH]c(=O)c(N3CCOCC3)c(-c3ccccc3)c2c1 | -0.92
CCCCc1cc2c(c(NC(=O)CC)n1)c(=O)oc1ccccc12 | 0.034
O=C(O)/C=C\C(=O)Nc1ccc(Oc2ccccc2)cc1 | -0.47
Clc1ccc2c(c1)C1OCCC1C(c1ccco1)N2 (configuration not stated) | 0.29
O=C(C/C=N/OCc1ccc(Cl)cc1)c1cnc(-c2ccccc2)s1 | -0.11

Continued.
SMILES | Cav3 T inh
CCC(C)n1c(=O)c(C(=O)Nc2ccccc2S(N)(=O)=O)c(O)c2ccccc21 (configuration not stated) | -3.4*
Cc1ccccc1NS(=O)(=O)c1ccc(N2CCCC2=O)cc1 | 0.9
CC(C)(C)NC(=O)COC(=O)c1ccc(S(=O)(=O)N2CCCCCC2)cc1 | 0.12
O=C(c1ccc(Cl)cc1)C1CCN(C(=O)NC2CCCCC2)CC1 | -1.1
CN(Cc1nc2ccccc2n1C)S(C)(=O)=O | -0.098
c1csc(C2Nc3cccc4cccc(c34)N2)c1 | -1.3
